Screening data: PubChem BioAssay, The Scripps Research Institute Molecular Screening Center
CHRM5 antagonist: human M5 muscarinic receptor antagonists, primary screen, CHO cells, Fluo-8 calcium fluorescence; Muscarinic acetylcholine receptor M5 (Homo sapiens), P08912; CHO-hM5 cells, ACh EC80; inhibition, % at 3 µM; hit rate 0.59% among 360,000;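 active = inhibition above a per-plate cutoff, the mean of that plate's test compounds plus 3 SD, cut at about 27% in these data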;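 note: 0% = acetylcholine EC80 with DMSO and 100% = DMSO without agonist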
Target sequence (P08912 whole entry, looked up): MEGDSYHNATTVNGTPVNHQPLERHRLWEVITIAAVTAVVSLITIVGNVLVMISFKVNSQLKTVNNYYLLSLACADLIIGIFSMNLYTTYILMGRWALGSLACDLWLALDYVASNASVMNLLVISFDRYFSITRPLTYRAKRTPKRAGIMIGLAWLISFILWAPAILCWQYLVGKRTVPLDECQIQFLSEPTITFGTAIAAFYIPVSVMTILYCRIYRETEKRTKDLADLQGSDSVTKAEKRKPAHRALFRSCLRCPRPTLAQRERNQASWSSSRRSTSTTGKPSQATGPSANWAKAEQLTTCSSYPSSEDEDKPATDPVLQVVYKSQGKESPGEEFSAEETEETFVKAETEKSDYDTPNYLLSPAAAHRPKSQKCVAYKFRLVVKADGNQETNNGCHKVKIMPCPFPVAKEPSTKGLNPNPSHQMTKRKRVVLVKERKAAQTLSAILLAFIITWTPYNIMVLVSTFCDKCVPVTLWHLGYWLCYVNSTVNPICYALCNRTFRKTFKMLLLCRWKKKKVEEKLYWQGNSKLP
M5 ag: human M5 muscarinic receptor agonists, primary screen, CHO-K1 cells, Fluo-8 calcium fluorescence | CHO-K1 hM5 cells; 0% DMSO wells, 100% maximal acetylcholine response | hit rate 0.19% among 360,000 | activation, % at 3 µM | AID 624037, 2012;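 active = activation above the run's mean over test compounds plus 3 SD, cut at about 23% in these data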;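 note: signal is peak over basal fluorescence ratio across the kinetic read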
CHO-K1 Ca antag: counter-screen for M1 antagonists: effect in parental CHO-K1 cells; ATP-induced calcium, Fluo-8 fluorescence; AID 602250; inhibition, % at 3 µM; hit rate 0.6% among 360,000;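 active = inhibition above a per-plate cutoff, the plate's mean sample inhibition plus 3 SD, cut at about 24% in these data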;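 note: 0% = DMSO plus EC80 ATP and 100% = DMSO alone without ATP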
CHRM4 PAM: human M4 muscarinic receptor positive allosteric modulators, primary screen, CHO-K1 cells, Fluo-8 calcium fluorescence | Muscarinic acetylcholine receptor M4 (Homo sapiens), P08173 | CHO-K1 hM4/Gqi5, ACh EC20; 0% = ACh EC20, 100% = maximal ACh | activation, % at 3 µM | hit rate 0.4% among 360,000 | AID 624126, 2012;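 active = activation above its plate's cutoff, the mean activation of sample wells plus 3 SD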; note: some results filed as inactive read as strong as hits
Target sequence (P08173 whole entry, looked up): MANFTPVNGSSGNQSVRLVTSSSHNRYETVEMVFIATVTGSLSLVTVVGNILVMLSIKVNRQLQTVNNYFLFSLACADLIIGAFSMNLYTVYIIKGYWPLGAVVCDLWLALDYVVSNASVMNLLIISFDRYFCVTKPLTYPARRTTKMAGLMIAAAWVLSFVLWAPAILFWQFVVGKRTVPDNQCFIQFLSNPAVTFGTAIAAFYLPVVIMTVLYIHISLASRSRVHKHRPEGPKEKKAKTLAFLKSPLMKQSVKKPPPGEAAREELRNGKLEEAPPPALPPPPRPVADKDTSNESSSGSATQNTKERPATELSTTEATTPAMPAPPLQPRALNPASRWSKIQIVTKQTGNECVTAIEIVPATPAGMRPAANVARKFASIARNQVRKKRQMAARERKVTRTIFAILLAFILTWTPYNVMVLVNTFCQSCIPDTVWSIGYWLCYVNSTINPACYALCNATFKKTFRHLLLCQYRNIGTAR
CHO-K1 Ca ag: counter-screen for M1 agonists: effect in parental CHO-K1 cells. Fluo-8 calcium fluorescence; scaled to maximal ATP response, vehicle zero. activation, % at 3 µM. hit rate 0.48% among 360,000; in the data active = activation above about 15%;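 note: untransfected CHO-K1 host cells lacking M1 receptor as counterscreen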
CHRM4 agonist: human M4 muscarinic receptor agonists, primary screen, CHO-K1 cells, Fluo-8 calcium fluorescence | Muscarinic acetylcholine receptor M4 (Homo sapiens), P08173 | hit rate 0.14% among 360,000 | CHO-K1 hM4/Gqi5; vehicle 0%, full acetylcholine response 100% | activation, % at 3 µM | AID 624127, 2012;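 active = activation above the run mean over all test wells plus 3 SD, cut at about 32% in these data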;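 note: peak over basal fluorescence ratio per well then scaled between controls; 0% = DMSO wells and 100% = acetylcholine at EC100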
M4 antag: human M4 muscarinic receptor antagonists, primary screen, CHO cells, Fluo-8 calcium fluorescence. hit rate 0.73% among 360,000. CHO-hM4 cells, ACh EC80. inhibition, % at 3 µM;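 active = inhibition above its plate's cutoff, the mean inhibition of sample wells plus 3 SD, cut at about 27% in these data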;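 note: 0% = acetylcholine EC80 with DMSO and 100% = DMSO without agonist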
CHO-K1 Ca PAM: nonselective calcium activators in parental CHO-K1 cells, primary screen, counter-screen for M1 PAM project, cell-based, Fluo-8 calcium fluorescence, full deck, 1536-well; ATP EC20; 0% at ATP EC20, 100% at ATP max; activation, % at 3 µM; hit rate 0.02% among 360,000; AID 602247, 2012;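 active = activation above the run cutoff, the mean activation of all test compounds plus 3 SD, cut at about 40% in these data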;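 note: peak over basal fluorescence ratio in a 140 s read after ATP addition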
M5 PAM: human M5 muscarinic receptor positive allosteric modulators, primary screen, CHO-K1 cells, Fluo-8 calcium fluorescence; AID 624038, 2012; hit rate 0.3% among 360,000; CHO-K1 hM5, ACh EC20 PAM; 0% = ACh EC20, 100% = ACh EC100; activation, % at 3 µM;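 active = activation above the run cutoff, the mean activation of all test compounds plus 3 SD, cut at about 18% in these data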
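Test system: CHO-K1 hM5 cells / Doses: single-point, 3 µM nominal / Times: Post-acetylcholine fluorescence recording 140 s / Technique: Fluo-8 calcium fluorescence / Measure: Max/basal fluorescence ratio as % of EC20–EC100 ACh window / Benchmarks: low control EC20 acetylcholine (0%), high control EC100 acetylcholine (100%) / Replicates: one well per compound, no replicates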
* = called active by the depositor.

`O=C(NC(=S)NCCN1CCOCC1)c1ccccc1` gave CHRM5 antagonist -5, M5 ag 0, CHO-K1 Ca antag 1, CHRM4 PAM 4, CHO-K1 Ca ag 0.6, CHRM4 agonist 1, M4 antag -2, CHO-K1 Ca PAM 3 and M5 PAM -1.
COc1ccc(Nc2cc(C)nc3nc(C)nn23)cc1Cl was read as CHRM5 antagonist -1, M5 ag -2, CHO-K1 Ca antag -4, CHRM4 PAM 14, CHO-K1 Ca ag -0.1, CHRM4 agonist 1, M4 antag -5, CHO-K1 Ca PAM 20 and M5 PAM 4.
Screening CCn1cc(CNC(=O)c2cccc([N+](=O)[O-])c2)cn1 returned CHRM5 antagonist -5, M5 ag 2, CHO-K1 Ca antag -4, CHRM4 PAM -4, CHO-K1 Ca ag 0.3, CHRM4 agonist 1, M4 antag 1, CHO-K1 Ca PAM 12 and M5 PAM -2.
CCOC(=O)C1CCN(c2ncnc3nc[nH]c23)CC1 was read as CHRM5 antagonist 3, M5 ag 1, CHO-K1 Ca antag 14, CHRM4 PAM -3, CHO-K1 Ca ag -0.3, CHRM4 agonist 1, M4 antag 2, CHO-K1 Ca PAM 9 and M5 PAM -3.
`Cc1ccc(-c2csc(NC(=O)c3ccc(F)cc3)c2C(=O)O)cc1` gave CHRM5 antagonist 12, M5 ag -1, CHO-K1 Ca antag -11, CHRM4 PAM 3, CHO-K1 Ca ag 1.1, CHRM4 agonist 0, M4 antag -10, CHO-K1 Ca PAM -13 and M5 PAM -3.
Screening COc1cc(Br)c(CNc2cc(C)ccc2C)cc1OC returned CHRM5 antagonist 6, M5 ag 0, CHO-K1 Ca antag 4, CHRM4 PAM -7, CHO-K1 Ca ag 1.3, CHRM4 agonist 2, M4 antag -2, CHO-K1 Ca PAM 5 and M5 PAM -14.
For CC(=O)c1c(N2CCOCC2)[nH]c(-c2ccccc2)nc1=S the results were CHRM5 antagonist 6, M5 ag -4, CHO-K1 Ca antag -5, CHRM4 PAM -2, CHO-K1 Ca ag -0.4, CHRM4 agonist 0, M4 antag 3, CHO-K1 Ca PAM 17 and M5 PAM -7.
CCNc1nc(NCC)nc(C(=O)OCCO)n1 was read as CHRM5 antagonist -1, M5 ag 0, CHO-K1 Ca antag -6, CHRM4 PAM 7, CHO-K1 Ca ag 0.5, CHRM4 agonist 1, M4 antag -12, CHO-K1 Ca PAM 14 and M5 PAM 0.
`COc1ccc(CCNC(=O)C2CCCN(c3nc4ccccc4s3)C2)cc1OC` (stereo unspecified) gave CHRM5 antagonist 15, M5 ag 0, CHO-K1 Ca antag 6, CHRM4 PAM -9, CHO-K1 Ca ag 11, CHRM4 agonist 13, M4 antag 13, CHO-K1 Ca PAM -21 and M5 PAM -10.
O=C(Nc1cccc(S(=O)(=O)N2CCCCC2)c1)c1ccc2c(c1)OCO2 was read as CHRM5 antagonist 3, M5 ag 5, CHO-K1 Ca antag -1, CHRM4 PAM -14, CHO-K1 Ca ag 7.2, CHRM4 agonist 6, M4 antag 1, CHO-K1 Ca PAM 11 and M5 PAM -4.
Screening Cc1cc2nc(SCCN3CCCC3)[nH]c2cc1C returned CHRM5 antagonist -4, M5 ag -4, CHO-K1 Ca antag -19, CHRM4 PAM -1, CHO-K1 Ca ag 0.8, CHRM4 agonist 1, M4 antag 9, CHO-K1 Ca PAM 19 and M5 PAM -2.
`Cc1ccc(NC(=O)CCCCCN2C(=O)[C@@H]3Cc4ccccc4CN3C2=O)cc1` gave CHRM5 antagonist 4, M5 ag -2, CHO-K1 Ca antag -12, CHRM4 PAM -2, CHO-K1 Ca ag 5.0, CHRM4 agonist 10, M4 antag -8, CHO-K1 Ca PAM 1 and M5 PAM -7.
`C/C(=N\O)C(C)(C)Nc1cccc(Br)c1` gave CHRM5 antagonist -10, M5 ag -2, CHO-K1 Ca antag -17, CHRM4 PAM -2, CHO-K1 Ca ag 0.0, CHRM4 agonist 1, M4 antag -16, CHO-K1 Ca PAM 4 and M5 PAM 13.
For CCOc1ccc(N2CC(C(=O)Nc3ccc(S(=O)(=O)N4CCCCC4)cc3)CC2=O)cc1 (stereo unspecified) the results were CHRM5 antagonist -3, M5 ag -3, CHO-K1 Ca antag 68*, CHRM4 PAM -4, CHO-K1 Ca ag -0.3, CHRM4 agonist 4, M4 antag 5, CHO-K1 Ca PAM 15 and M5 PAM -6.
`CN1CCN(c2ccc(C(CC(N)=O)NC(=O)c3ccccc3)cc2[N+](=O)[O-])CC1` (stereo unspecified) gave CHRM5 antagonist 1, M5 ag 1, CHO-K1 Ca antag -9, CHRM4 PAM 5, CHO-K1 Ca ag 0.8, CHRM4 agonist 1, M4 antag -3, CHO-K1 Ca PAM 19 and M5 PAM 12.
Screening CC1(C)C(=O)Nc2ccccc2N1C(=O)CSc1nnc2c(Cl)cc(Cl)cn12 returned CHRM5 antagonist 3, M5 ag -1, CHO-K1 Ca antag -9, CHRM4 PAM 9, CHO-K1 Ca ag -0.5, CHRM4 agonist 1, M4 antag 0, CHO-K1 Ca PAM 18 and M5 PAM 2.
COc1cc(CCC(=O)Nc2nnc(-c3cccnc3)s2)cc(OC)c1OC was read as CHRM5 antagonist 5, M5 ag 3, CHO-K1 Ca antag -12, CHRM4 PAM -1, CHO-K1 Ca ag 1.4, CHRM4 agonist 2, M4 antag -10, CHO-K1 Ca PAM 7 and M5 PAM -9.
O=C(Nc1ccc(Cl)c(C(=O)N2CCOCC2)c1)c1ccccc1 was read as CHRM5 antagonist 3, M5 ag -3, CHO-K1 Ca antag -6, CHRM4 PAM 1, CHO-K1 Ca ag 0.1, CHRM4 agonist 2, M4 antag 8, CHO-K1 Ca PAM -9 and M5 PAM 6.
For COc1cc(/C=C/c2cc[n+](C)cc2)ccc1OCC(=O)Nc1ccc(Cl)c(Cl)c1 the results were CHRM5 antagonist 7, M5 ag -8, CHO-K1 Ca antag -6, CHRM4 PAM -10, CHO-K1 Ca ag 0.8, CHRM4 agonist 2, M4 antag 8, CHO-K1 Ca PAM -3 and M5 PAM -4.
COc1cc2ccc(C(C)=O)c(O)c2cc1OC was read as CHRM5 antagonist 14, M5 ag -1, CHO-K1 Ca antag -2, CHRM4 PAM -1, CHO-K1 Ca ag -0.2, CHRM4 agonist 0, M4 antag 10, CHO-K1 Ca PAM -1 and M5 PAM -2.
For O=S(=O)(c1ccccc1)c1nc(Nc2cccc(O)c2)sc1Cl the results were CHRM5 antagonist 13, M5 ag 0, CHO-K1 Ca antag 7, CHRM4 PAM -8, CHO-K1 Ca ag 4.7, CHRM4 agonist 7, M4 antag 0, CHO-K1 Ca PAM 8 and M5 PAM -12.
For CC1(C)OC2CC3C4CCC5=CC(=O)CCC5(C)C4(F)C(O)CC3(C)C2(C(=O)CO)O1 (stereo unspecified) the results were CHRM5 antagonist -2, M5 ag 6, CHO-K1 Ca antag -15, CHRM4 PAM 7, CHO-K1 Ca ag 0.9, CHRM4 agonist 4, M4 antag -19, CHO-K1 Ca PAM 15 and M5 PAM 6.
CCN1C(=O)[C@@H]2[C@@H](c3ccc(-c4ccc(F)cc4)cc3)N3CCC[C@@]3(C(=O)OC)[C@@H]2C1=O was read as CHRM5 antagonist 12, M5 ag -1, CHO-K1 Ca antag 4, CHRM4 PAM -2, CHO-K1 Ca ag -0.1, CHRM4 agonist -1, M4 antag -4, CHO-K1 Ca PAM -8 and M5 PAM -3.
For Cc1ccc(C(c2nnnn2C2CCCCC2)N2CCN3CCCC3C2)cc1 (stereo unspecified) the results were CHRM5 antagonist 6, M5 ag -17, CHO-K1 Ca antag 13, CHRM4 PAM -6, CHO-K1 Ca ag -0.2, CHRM4 agonist 0, M4 antag 1, CHO-K1 Ca PAM 15 and M5 PAM -40.
COc1cccc(OCc2cc(C(=O)N(C)Cc3nc(C)cs3)no2)c1 was read as CHRM5 antagonist 0, M5 ag 0, CHO-K1 Ca antag -12, CHRM4 PAM -3, CHO-K1 Ca ag 2.2, CHRM4 agonist 4, M4 antag -5, CHO-K1 Ca PAM -6 and M5 PAM -1.
Cc1ccc2c(c1)cc(C(=O)N1CCN(c3ccccn3)CC1)n2C was read as CHRM5 antagonist 4, M5 ag 1, CHO-K1 Ca antag -6, CHRM4 PAM -2, CHO-K1 Ca ag 1.1, CHRM4 agonist 3, M4 antag -9, CHO-K1 Ca PAM 7 and M5 PAM -4.
`CCOC(=O)c1c(C)nc2c(c1-c1ccc(Cl)cc1)C(=O)CC(C)(C)C2` gave CHRM5 antagonist 16, M5 ag -1, CHO-K1 Ca antag 9, CHRM4 PAM -13, CHO-K1 Ca ag 2.4, CHRM4 agonist 5, M4 antag 12, CHO-K1 Ca PAM 3 and M5 PAM -13.
Screening COc1ccc(C(=O)N2CCN(C(=O)c3cc(OC)c(OC)c(OC)c3)CC2)cc1 returned CHRM5 antagonist -4, M5 ag -1, CHO-K1 Ca antag -15, CHRM4 PAM 0, CHO-K1 Ca ag 0.1, CHRM4 agonist 0, M4 antag 5, CHO-K1 Ca PAM 5 and M5 PAM -2.
O=C(CCC(=O)N1CCN(c2ccccc2)CC1)Nc1nnc(C2CCCCC2)s1 was read as CHRM5 antagonist -2, M5 ag 2, CHO-K1 Ca antag -16, CHRM4 PAM 17, CHO-K1 Ca ag 0.7, CHRM4 agonist 1, M4 antag -14, CHO-K1 Ca PAM 23 and M5 PAM 10.
Screening COc1cc(-c2nc3ccccn3c2/N=C/c2cccc(OC)c2O)ccc1O returned CHRM5 antagonist 4, M5 ag -3, CHO-K1 Ca antag 0, CHRM4 PAM 1, CHO-K1 Ca ag -0.3, CHRM4 agonist 1, M4 antag 0, CHO-K1 Ca PAM -2 and M5 PAM -7.
For NC(=S)c1cc2cc(Cl)ccc2oc1=O the results were CHRM5 antagonist 8, M5 ag -8, CHO-K1 Ca antag -3, CHRM4 PAM -9, CHO-K1 Ca ag 0.3, CHRM4 agonist 0, M4 antag 8, CHO-K1 Ca PAM -12 and M5 PAM -6.
`Cc1ccc(C)c(OC(=O)C2CSC3(C)CCC(=O)N23)c1C` (stereo unspecified) gave CHRM5 antagonist -6, M5 ag 1, CHO-K1 Ca antag -10, CHRM4 PAM 6, CHO-K1 Ca ag 0.7, CHRM4 agonist 1, M4 antag -4, CHO-K1 Ca PAM 8 and M5 PAM -3.
Cc1ccc(-c2ccc(CN3C(C(C)C)C(=O)N(Cc4cn(CCC5OCCO5)nn4)CCS3(=O)=O)cc2)cc1 (stereo unspecified) was read as CHRM5 antagonist 5, M5 ag 0, CHO-K1 Ca antag -3, CHRM4 PAM -5, CHO-K1 Ca ag 0.3, CHRM4 agonist 1, M4 antag 5, CHO-K1 Ca PAM 17 and M5 PAM -4.
